High-throughput results deposited in PubChem BioAssay by National Center for Advancing Translational Sciences (NCATS).
S3 lipid droplet: qHTS Assay for Lipid Storage Modulators in Drosophila S3 Cells | Drosophila S3 cells, BODIPY lipid droplet fluorescence, 18-24 h; cells fed with added oleic acid | Potency in µM for hits, for the others lipid storage change, negative = inhibition, % at the top dose, mostly 46.1 µM | 320,000 compounds, 0.64% hits; active = well fitted inhibition curve with a large enough effect in the signal ratio, with a control signal flat, not every such curve was filed as active; inconclusive = small, poorly fitted or top-dose-only effect, or effect the other way, or a change in a side signal; the % refers to the signal ratio
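Laser-scanning cytometry quantifies lipid droplet accumulation (500–530 nm total intensity; droplet/cell object ratio) in oleic acid-fed (400 uM added) Drosophila S3 cells treated with a concentration series. 20 uM Triacsin C defined 100% inhibition.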
S3 lipid droplet cell count max: recorded beside S3 lipid droplet, whose call it bears; cell number change, %; measured here: cell count max response;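 cells counted by Cell Tracker Red CMTPX staining in the red channel; peak over a dose series mostly up to 46.1 µM; percent activity relative to internal control wells on each plate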
* hit, by the source's call; i = inactive; ? = inconclusive; . = no result given. % is set by controls: 0 for no effect and ±100 for the full control effect; potency is the fitted concentration of half-maximal effect.

canonical_smiles	S3 lipid droplet	S3 lipid droplet cell count max
COC(=O)C1=CN(C(C)C)C=C(C(=O)OC)C1c1cccc(OC)c1	-4%	-22
CC(C)c1ccc(NC2CCCN(C(=O)c3cccc(N4CCNC4=O)c3)C2)cc1 (stereo not given)	?	.
N#CCCCN1C(=O)C(O)(CC(=O)c2ccc3c(c2)OCCO3)c2ccccc21 (stereo not given)	?	.
N#Cc1cc([N+](=O)[O-])cnc1NCC(O)CO (stereo not given)	0%	7
Cc1cccc(NC(=O)c2ccc(Cl)nc2)n1	-11%	-8
O=c1sc2ccccc2c(N2CCOCC2)c1[N+](=O)[O-]	-14%	19
Cc1ccc(-n2nc(C)c(/C=N/NC(=O)c3cccnc3)c2Cl)cc1	?	.
CCn1c(=S)[nH]c2nc3c(cc2c1=O)CCCC3	8%	14
CCCCn1c(N)c(N(CC)C(=O)CSc2nnc(-c3ccco3)n2CC)c(=O)[nH]c1=O	14%	20
CC(C)(C)N1NC(=O)Nc2ccccc2C1=O	?	.
COc1ccccc1C(=O)COC(=O)c1ccc(N(C)C)cc1	?	.
CCN(CC)Cc1c(O)ccc2c(=O)c(-c3ccccc3)coc12	2%	11
Cc1nc(Cl)sc1C(=O)O	?	.
CC1(C)CC(=O)c2c(Cc3ccccc3)noc2C1	?	.
CCC(C)NC(=O)c1cc(-c2ccccc2O)on1 (stereo not given)	?	.
Cc1ccc(NC(=O)CSCc2cc(=O)n3ccsc3n2)cc1	11%	4
O=C(c1cc(COc2c(F)cccc2F)on1)N1CCC(c2ccccc2F)C1 (stereo not given)	?	.
Cc1cccc(OCc2nnc(SCC(=O)N(C(C)C)C(C)C)n2Cc2ccco2)c1C	?	.
COc1ccccc1NS(=O)(=O)c1cc2c(cc1C)NC(=O)CO2	-12%	-5
Cc1cc(C)n(CC(=O)N2CCCC(N3CCN(c4cccc(C(F)(F)F)c4)CC3)C2)n1 (stereo not given)	?	.
CC(C)OCCCNC(=S)N1CCC(C(=O)c2ccc(Cl)cc2)CC1	11%	-24
O=C(O)c1cc(-c2cccnc2)nn1-c1ccccn1	?	.
COC(=O)c1ccc2c(c1)N(Cc1ccccc1F)C(=O)c1ccccc1S2=O (stereo not given)	22%	7
Cc1nc2cc(NC(=O)CCS(=O)(=O)c3ccccc3)ccc2s1	-11%	-8
CCc1ccc(N2CC(C(=O)NC3=NCCS3)CC2=O)cc1 (stereo not given)	-19%	-22
O=C(NNc1ccc([N+](=O)[O-])cc1)C1CC1c1ccccc1 (stereo not given)	?	.
CCOc1ncccc1C(=O)N(CC)CC(=O)NCc1ccc(Cl)cc1	?	.
FC(F)(F)c1cc(CO[C@@H]2CCCN[C@@H]2c2ccccc2)cc(C(F)(F)F)c1	10%	-4
O=C(NCCC(=O)N1CCC2(CC1)NCCc1[nH]cnc12)c1cccc(Cl)c1	9%	.
COC(=O)c1sc(NC(=O)CSc2nnnn2-c2cccc(OC)c2)nc1C	?	.
Cc1cccc(NC(=S)NCCO)c1C	?	.
COc1ccc(OC)c(NC(=O)Cc2ccc(NC3=NC4CS(=O)(=O)CC4S3)cc2)c1 (stereo not given)	16%	-5
Clc1ccc(OCCSCc2nc3ccccc3[nH]2)cc1	?	.
Cc1ccc(CCNC(=O)CCS(=O)(=O)c2cc3c(cc2C)NC(=O)CO3)cc1	?	.
Cc1cccc(-c2ncc(CN3CCCC(CO)(Cc4ccccc4C)C3)cn2)c1 (stereo not given)	-3%	-4
CCCNC(=O)CSc1nnc(-c2ccco2)n1C	?	.
CCOC(=O)Nc1ccc2c(CN3CCN(S(=O)(=O)c4ccccc4)CC3)cc(=O)oc2c1	4%	4
CC(=O)c1c(N)[nH]c(-c2ccccc2)nc1=S	3%	-17
Cc1nc(CCNC(=O)CC2C(=O)NCCN2Cc2ccoc2)nc2c1CCCC2 (stereo not given)	0%	14
COc1ccc(C(=O)N/C(=C\c2cn(C)c3ccccc23)C(=O)OCC(C)C)cc1	?	.
O=C1CC(N2CCN(C3CC(=O)N(CCc4ccccc4)C3=O)CC2)C(=O)N1CCc1ccccc1 (stereo not given)	?	.
Cn1cnnc1SCC(=O)NCCC(c1ccccc1)c1ccccc1	?	.
Cn1c(CNC(=O)C(Cc2ccccc2)NC(=O)c2ccccc2)cc(=O)n(C)c1=O (stereo not given)	i	-21
Cc1oc(S(=O)(=O)N2CCOCC2)cc1C(=O)Nc1ccc(F)cc1	10%	14
CC(C)(CNC(=O)c1ccc([N+](=O)[O-])c(Cl)c1)CNC(=O)c1ccc([N+](=O)[O-])c(Cl)c1	i	13
Cc1nn2c(NCCN(C)C)c3c(nc2c1-c1ccccc1)CCCC3	6%	-9
Cc1cc(C)n2nc(SCc3ncc(-c4ccccc4)o3)nc2n1	?	.
O=C(NNC(=S)NC(=O)c1ccc(Br)cc1)c1cccc([N+](=O)[O-])c1	1%	-2
CC(=O)c1ccc(NC(=O)CCCN2C(=O)/C(=C/C(C)=C/c3ccccc3)SC2=S)cc1	8%	14
CCN1CCc2nc(NC(=O)c3ccc4c(c3)OCCO4)sc2C1	-12%	-22

New compounds follow.
canonical_smiles	S3 lipid droplet	S3 lipid droplet cell count max
O=C(OCC#CCSc1nnc(-c2ccccc2)o1)c1cccs1	i	-1
CC(Nc1nc(=S)nc(Nc2ccc(F)cc2)[nH]1)c1ccccc1 (stereo not given)	i	10
O=C(Cn1cc([N+](=O)[O-])cn1)NCC1CCCO1 (stereo not given)	1%	-7
CCc1nn(C(CC)C(=O)NCCCc2ccccc2)c(=O)c2cc3occc3n12 (stereo not given)	i	10
O=C(NCc1cccs1)C(=O)c1cn(CC(=O)N2CCOCC2)c2ccccc12	-2%	2
O=C(N/N=C/c1ccccc1O)NC12CC3CC(CC(C3)C1)C2	?	.
COC(=O)c1sccc1NC(=O)CC1C(=O)NCCN1C(=O)Nc1ccccc1 (stereo not given)	14%	-1
Cc1nnc2sc(-c3ccc(-c4ccc(Cl)c(C(F)(F)F)c4)o3)nn12	?	.
Cc1cnc(C(=O)OC(C)C(=O)c2c(C)[nH]c3ccccc23)cn1 (stereo not given)	?	.
COc1ccc(OC)c(/C=C/C(=O)OCC(=O)Nc2ccc(Cl)c(S(=O)(=O)N(C)C)c2)c1	i	15
CSc1cccc(NC(=O)N2CCN(C)CC2)c1	-2%	15
COc1cc2ncc(S(=O)(=O)c3ccccc3)c(N3CCCC(C)C3)c2cc1OC (stereo not given)	-11%	6
COc1ccc(-c2cc(C(F)(F)F)nc(NCc3ccco3)n2)cc1OC	?	.
CC1(C)CC2CC(C)(CN2C(=S)NC(=O)c2ccccc2Cl)C1 (stereo not given)	5%	4
COc1cc(CN2CCN(Cc3ccc(C)cc3)CC2)c([N+](=O)[O-])cc1OC	?	.
CCOc1ccc(-n2c(SCC(N)=O)nc3sc4c(c3c2=O)CCN(C)C4)cc1	-8%	18
Cn1cccc1Cc1nnc(SCC(=O)NC2CCCC2)n1-c1ccc(F)cc1	?	.
CC1(C)C2CCC1(C)C(OC(=O)CSc1nc(N)cc(=O)[nH]1)C2 (stereo not given)	?	.
COc1cc2c(cc1OC)[C@H](C)N(C(=O)CSc1nc(O)c(C(C)C)c(=O)[nH]1)CC2	9%	2
O=C1CN(C(=O)COC(=O)c2ccccc2O)c2ccccc2N1	?	.

Grouped by structure: those above with a cyano group
canonical_smiles	S3 lipid droplet	S3 lipid droplet cell count max
N#CCCCN1C(=O)C(O)(CC(=O)c2ccc3c(c2)OCCO3)c2ccccc21 (stereo not given)	?	.
N#Cc1cc([N+](=O)[O-])cnc1NCC(O)CO (stereo not given)	0%	7

Seven entries from above in a different format.
Results follow in this order: S3 lipid droplet, S3 lipid droplet cell count max
> COc1cc2ncc(S(=O)(=O)c3ccccc3)c(N3CCCC(C)C3)c2cc1OC (stereo not given)
 : -11%, 6
> COc1ccc(-c2cc(C(F)(F)F)nc(NCc3ccco3)n2)cc1OC
 : ?, .
> CC1(C)CC2CC(C)(CN2C(=S)NC(=O)c2ccccc2Cl)C1 (stereo not given)
 : 5%, 4
> COc1cc(CN2CCN(Cc3ccc(C)cc3)CC2)c([N+](=O)[O-])cc1OC
 : ?, .
> CCOc1ccc(-n2c(SCC(N)=O)nc3sc4c(c3c2=O)CCN(C)C4)cc1
 : -8%, 18
> Cn1cccc1Cc1nnc(SCC(=O)NC2CCCC2)n1-c1ccc(F)cc1
 : ?, .
> CC1(C)C2CCC1(C)C(OC(=O)CSc1nc(N)cc(=O)[nH]1)C2 (stereo not given)
 : ?, .

Other compounds follow.
mol	S3 lipid droplet	S3 lipid droplet cell count max
CCCCC(CC)C(=O)NCCCN1CCN(CCCNC(=O)C(CC)CCCC)CC1 (stereo not given)	?	.
Cc1ccc(NC(=O)CNC(=O)c2ccc(C)s2)nc1	?	.
Cc1cc(C(=O)OCC(=O)Nc2ccccc2Cl)c(C)o1	22%	-10
C=CCc1cccc2cc(C(=O)Nc3ccc(F)cc3)c(=O)oc12	8%	4
COC(=O)CN(C)C(=O)c1ccc(OC)c(OC2CCN(C(C)C)CC2)c1	24%	1
CCc1ccccc1N(CC(=O)NC(C)c1ccccc1)S(C)(=O)=O (stereo not given)	?	.
CCC(C)(C)n1nnnc1CN(Cc1ccc(Cl)cc1)Cc1ccco1	i	.
O=C(OC(C(=O)NC1CCCC1)c1ccccn1)c1cccs1 (stereo not given)	-2%	-12
COc1ccc(N2C(N)=C(C#N)C(c3ccsc3)C3=C2CCCC3=O)c(OC)c1 (stereo not given)	?	.
S=c1nc(-c2ccccc2)oc2c1CCCC2	16%	-18
c1ccc(-c2nnc3n2NC(c2ccc4c(c2)OCO4)S3)cc1 (stereo not given)	?	.
O=C(c1ccccc1)C(c1ccccc1)c1ccccc1	?	.
Cc1ccc(-c2csc(NC(=O)C3=NN(c4ccccc4)C(=O)CC3)n2)cc1	?	.
COc1cc2c(cc1OC)C(C)N(C(=O)c1cc3c(=O)oc4ccc(C)cc4c3s1)CC2 (stereo not given)	?	.
CCOC(=O)c1c(NC(=O)COC(=O)c2nccnc2N)sc(C(=O)N(C)C)c1C	26%	5
CCOC(=O)c1c(NC(=O)C[n+]2ccccc2)sc2c1CCCC2	-10%	-12
Cc1ccccc1Cn1c(Cc2ccccc2)nc2ccccc21	-2%	-12
CCOc1cc(S(=O)(=O)N2CCCCCC2)ccc1F	?	.
CC(=O)N1CCN(C(=S)Nc2cc(S(=O)(=O)N3CCOCC3)ccc2Cl)CC1	?	.
CCn1cc(C(=O)N[C@@H](CCSC)C(=O)NCCO)c(=O)c2cc3c(cc21)OCO3	7%	5
COc1ccc(N2CC(C(=O)N3CCCC(C)C3)CC2=O)cc1 (stereo not given)	?	.
CC(=O)N1CCc2cc(S(=O)(=O)Nc3ccccc3N3CCN(C)CC3)ccc21	?	.
COc1cc(C(F)(F)F)c(C(=O)N(C)Cc2ccc(Cl)c(Cl)c2)cn1	0%	0
COc1ccc(C(=O)NC2CCN(S(=O)(=O)c3ccccc3)CC2)cc1	-5%	25
O=C(Nc1nc2ccccc2s1)c1ccc(Cl)s1	?	.

5 entries picked at random from those above, as already listed:
mol	S3 lipid droplet	S3 lipid droplet cell count max
CCCCC(CC)C(=O)NCCCN1CCN(CCCNC(=O)C(CC)CCCC)CC1 (stereo not given)	?	.
CCc1ccccc1N(CC(=O)NC(C)c1ccccc1)S(C)(=O)=O (stereo not given)	?	.
CCC(C)(C)n1nnnc1CN(Cc1ccc(Cl)cc1)Cc1ccco1	i	.
COc1ccc(N2C(N)=C(C#N)C(c3ccsc3)C3=C2CCCC3=O)c(OC)c1 (stereo not given)	?	.
Cc1ccc(-c2csc(NC(=O)C3=NN(c4ccccc4)C(=O)CC3)n2)cc1	?	.

(more compounds)
mol	S3 lipid droplet	S3 lipid droplet cell count max
CN1Cc2c(N3CCOCC3)nc3sc(C(=O)c4ccccc4)c(N)c3c2CC1(C)C	-7%	-11
Cc1sc2nc(CSCC(=O)N3CC(C)OC(C)C3)[nH]c(=O)c2c1C (stereo not given)	?	.
CC(CSc1nc2ccccc2s1)Cn1c(N2CCCC2)nc2c1c(=O)[nH]c(=O)n2C (stereo not given)	?	.
O=C(Cn1cccc1C(=O)c1ccccc1)NCc1ccccn1	-1%	.
COc1cc(/C=C/C(=O)NCC(=O)N2CCC(N(C)CCN3CCOCC3)CC2)ccc1OC(C)C	?	.
CCc1ccc(NC(=O)CSc2nnc(COc3ccc4c(c3)CCCC4)o2)cc1	-2%	-6
Cc1c(CC(=O)O)c(=O)oc2c(C)c3occ(-c4ccc(Br)cc4)c3cc12	?	.
O=C(CSc1nnc(NC(=O)c2cccc(F)c2)s1)NC1CCCC1	i	14
Cc1nc2ccccc2cc1C(=O)N/N=C/c1ccccc1[N+](=O)[O-]	?	.
CCOC(=O)c1c(NC(=O)c2c(Br)cnn2CC)sc(C)c1C	?	.
CC(C)(C)N1CC(OC(N)=O)C1	?	.
O=C(O)CN1C(=O)/C(=C\c2ccccc2OCc2ccc(Cl)cc2)SC1=S	6%	4
O=C(NCc1ccccn1)Nc1cccc([N+](=O)[O-])c1	-12%	28
O=C(O)CCCNS(=O)(=O)Cc1ccccc1	-6%	2
COc1ccc(N(C(=O)CNC(=O)c2cccs2)C(C(=O)NC2CCCC2)c2cccnc2)cc1 (stereo not given)	-7%	4
CC(CN1CCOCC1)OC(=O)COc1ccc(F)cc1 (stereo not given)	3%	18
CCn1c(CSCc2ccc(F)cc2)nnc1SCC(=O)N1CCN(c2ccccc2)CC1	?	.
N#C/C(C(=O)NCc1ccccc1)=C1\SC(CCO)C(=O)N1c1ccccc1 (stereo not given)	7%	-1

This is a subset. The share of hits here may be higher or lower than overall.
